Pf growth 96h: P. falciparum growth inhibition at 96 hours; 6.9% of 320,000 active; P. falciparum luciferase reporter growth, 96 h; Potency, µM (highest dose often 28.7 µM), for the others: at the top dose activity change, negative = inhibition, most hits filed as inhibitors
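Erythrocytes infected with luciferase-expressing P. falciparum were dispensed at 2% hematocrit and 0.05% parasitemia (final), then incubated with compounds 96 hours at 37 C in 5% CO2. Luminescence after detection reagent addition reported growth.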
HCV inh: HCV inhibition; Potency, µM (titrated, usually from 41.8 µM), for the others: at the top dose activity change, negative = inhibition, most hits filed as inhibitors; 3.4% of 340,000 active; Huh7.5.1 HCVcc-Cre infection, luciferase reporter, 44 h
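1,000 cells/well; 4 h culture; + compound; + HCVcc-Cre (~0.5 moi); 44 h; luciferase substrate, RT 15 min; read 15 sec.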
TbPYK inhibitor: inhibitors of Trypanosoma brucei pyruvate kinase; Q57TT1; 0.12% of 410,000 active; AID 624173; Potency, µM (doses to about 76.8 µM), for the others: at the top dose activity, negative = inhibition, most hits filed as inhibitors; TbPYK enzyme, Kinase-Glo Plus ATP luminescence, 45 min; further: nearly all actives have a fitted effect of over 50% in size
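Luminescence from Kinase-Glo Plus, added after a 45-minute room-temperature reaction, served as the end-point read-out. The enzyme and substrate were preincubated with compound before ADP (130 uM final) initiated turnover. Concentration-effect curves came from normalized qHTS data.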
LmPK inhibitor: LmPK (Leishmania mexicana) enzyme inhibition. Q27686. purified LmPK, Kinase-Glo ATP luminescence, 1 h. Potency, µM (doses to about 57.5 µM), inactives show top-dose activity change, negative = inhibition, usual class: inhibitors. 0.37% of 290,000 active. AID 1721
Target sequence (Q27686 whole entry, looked up): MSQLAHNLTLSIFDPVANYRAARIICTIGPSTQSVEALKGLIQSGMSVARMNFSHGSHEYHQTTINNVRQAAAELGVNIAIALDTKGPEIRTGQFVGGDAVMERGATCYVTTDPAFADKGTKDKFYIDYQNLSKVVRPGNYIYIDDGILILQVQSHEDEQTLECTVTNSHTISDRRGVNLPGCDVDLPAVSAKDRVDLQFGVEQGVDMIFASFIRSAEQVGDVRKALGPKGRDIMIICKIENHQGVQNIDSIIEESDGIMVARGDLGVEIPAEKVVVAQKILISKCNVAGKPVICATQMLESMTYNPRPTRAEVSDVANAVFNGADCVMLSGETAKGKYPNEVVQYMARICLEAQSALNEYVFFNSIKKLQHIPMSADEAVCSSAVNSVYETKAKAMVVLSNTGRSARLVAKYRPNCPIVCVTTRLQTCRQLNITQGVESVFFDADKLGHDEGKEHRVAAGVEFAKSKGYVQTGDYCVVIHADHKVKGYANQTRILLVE
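In 50 mM imidazole pH 7.2 with 7 mM MgCl2, LmPK (0.1 nM) turned over PEP (0.5 mM) and ADP (0.1 mM) for 1 h at room temperature. Luciferase read-out of ATP.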
Pf growth 48h: inhibits P. falciparum growth in the first generation, 48 h; Potency, µM (series often up to 28.7 µM), for inactives: top-dose activity change, negative = inhibition, usual class: inhibitors; 5.9% of 310,000 active; P. falciparum luciferase growth in erythrocytes, 48 h
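Read-out is firefly luciferase luminescence from an integrated reporter in P. falciparum, so falling signal marks reduced parasite growth. Infected erythrocytes were at 2% hematocrit and 0.1% parasitemia (final) in Albumax-supplemented RPMI 1640.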
Sm TGR block: S. mansoni TGR enzyme inhibition. purified TGR, DTNB reduction, TNB absorbance 405 nm. Q962Y6. Potency, µM (series often up to 114 µM), for the others: at the highest dose activity change, negative = inhibition, actives largely listed as inhibitors. 3% of 360,000 active; further: nearly all actives have a fitted effect of over 60% in size
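First, TGR (20 nM dispensed) and NADPH were mixed with compound. Second, a 15 min room-temperature incubation followed. Third, further NADPH and then DTNB were added to start the reaction. Finally, TNB absorbance was monitored kinetically.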
The depositor's hits bear a star; u = inconclusive; x = no result given; & = joins results of further samples; [ ] = remark or other dose. The call rests on the fitted dose curve; in most records, active means well fitted curve in the direction sought with a large enough effect; inconclusive means small, poorly fitted or top-dose-only effect, or another doubt; inactive means no such curve, though single readings can be large; an effect the other way counts as inactive or inconclusive. On the % scale 0 is the no-effect control and ±100 the full control effect; potency means the concentration at half of the fitted maximal effect.

structure	Pf growth 96h	HCV inh	TbPYK inhibitor	LmPK inhibitor	Pf growth 48h	Sm TGR block
O=C1c2cccc3c2[C@@H](CCC3)CN1[C@@H]1CN2CCC1CC2	-104%	x	1%	x	12µM*	x
CCN1C/C(=C\c2cccc([N+](=O)[O-])c2)C(=O)/C(=C/c2cccc([N+](=O)[O-])c2)C1	42%[activator]	2.5µM*	-1%	-6%	2.9µM*	-22%
O=C1CCCCN1CCCC(=O)N1CCCC(Nc2ccc(F)c(F)c2)C1 (stereo unspecified)	70%[activator]	11%	0%	-8%	-13%	-23%
CCC(=O)NC1CCN(C(=S)NC)CC1	-6%	1%	-3%	-1%	17%	11%
COC(=O)Cc1csc(N)n1	u	11%&21%	1%&1%	2%&0%	8%&8%	-7%&8%
CC(C)=CCC/C(C)=C/CCC(C)NCCN1CCNCC1 (stereo unspecified)	u	x	x	7%	13µM*	-24%
Cc1ccccc1CNS(=O)(=O)c1ccc2c(c1)C(C)(C)C(=O)N2C	u	21%	-4%	7%	6%	-1%
CN(C)C(=O)C[n+]1cccc(/C=N/O)c1	-2%	1%	3%	0%	10%	-6%
CCC(CC)C(=O)Nc1nnc(S(=O)(=O)N2CCCC2)s1	u	13%	-3%	-6%	10%	3%
CCn1ccnc1CNCc1ccc(OCC(O)CN(C)Cc2ccccc2)cc1 (stereo unspecified)	162%[activator]	-24%	0%	4%	u	-17%
CNS(=O)(=O)c1cn(CC(=O)NCc2ccc(N(C)C)cc2)cc1S(=O)(=O)NC	-10%	19%	-4%	1%	12%	0%
COc1cccc(C2C(C#N)=C(N)Oc3cc(C)oc(=O)c32)c1OC (stereo unspecified)	-13%	26%	-3%	9%	0%	0%
Cc1occc1-c1nnc(SCC(=O)Nc2ccccc2)n1Cc1ccccc1	86%[activator]	-4%	-2%	2%	u	7%
O=C(Nc1ccc2c(c1)nc1n2CCN(Cc2ccccc2)C1)c1cccs1	16%	u	x	8%	u	u
CC(C)(C)NCC(O)COc1ccccc1C1CCCC1 (stereo unspecified)	5.2µM*	u	-7%	x	2.6µM*	7%
Cc1ccc(NC2CCCN(C(=O)C3CCCC3)C2)cc1C (stereo unspecified)	13µM*	10%	-13%	-2%	21%	1%
CCCCC(=O)NC(=S)Nc1ccc(NC(=O)C(C)C)c(OC)c1	187%[activator]	-8%	1%	-1%	-10%	u
CCc1cc2ccccc2nc1SCC(=O)NC1CCCC1	u	-17%	-4%	1%	8%	-5%
CCCN1C(=O)S/C(=C\c2ccc(N3CCOCC3)cc2C)C1=O	157%[activator]	x	x	6%	167%[activator]	2%
COC(=O)C1=C(C)N(Cc2ccccc2)C(=NCC(C)C)N[C@H]1c1cccc(F)c1	u	38%[activator]	-4%	-3%	13µM*	-2%

New compounds follow.
structure	Pf growth 96h	HCV inh	TbPYK inhibitor	LmPK inhibitor	Pf growth 48h	Sm TGR block
CC(OC(=O)CNC(=O)c1ccc2ccccc2c1)C(=O)N(C)C1CCCCC1 (stereo unspecified)	54%[activator]	19%	3%	x	1%	7%
CCC(CO)Oc1cc(NCc2ccccc2F)c2ncn(C(C)C)c2c1 (stereo unspecified)	4.7µM*	u	-4%	x	5.2µM*	u
COc1ccc(N2CCN(C(=O)CSc3ccccc3N)CC2)cc1	x	-15%	-27%	0%	-17%	3%
Cc1cc(=O)oc2c(CN3CCCC3)c(O)c(Cl)cc12	-3%	20%	20%	1%	25%	-25%
CN(Cc1ccc(Cl)c(Cl)c1)C(=O)CN1C(=O)NC2(CCCC2)C1=O	15%	11%	-13%	x	u	0%
CC(=O)CN1C(=O)NC2(CCCc3ccccc32)C1=O (stereo unspecified)	0%	19%	-4%	2%	23%	2%
OC1(c2ccccc2)CN(c2ccccc2)C2=[N+]1CCS2 (stereo unspecified)	u	u	0%	0%	u	1%
CC1Cc2nc(SCC(=O)Nc3nccs3)n(C)c(=O)c2S1 (stereo unspecified)	u	-10%	-23%	6%	u	0%
CC12CCC(c3c(C(=O)O)nn(-c4ccc(F)cc4)c31)C2(C)C (stereo unspecified)	x	5%	2%	8%	-2%	-3%
COc1ccc(N/C=C2/Sc3ccccc3NC2=O)cc1	1%	2%	-20%	3%	240%[activator]	-11%
Cc1ccc(S(=O)(=O)N2CCOCC2)cc1C(=O)c1nccn1C	-13%	u	0%	7%	29%	4%
O=C(NNC(=O)c1cc(Cl)ccc1O)c1cccs1	u	-8%	-1%	4%	63%[activator]	0%
Cc1ccc(NCc2nnc(SCC(=O)N3CCCc4ccccc43)o2)c(C)c1	1%	-13%	0%	0%	21%	0%
COC(=O)c1nn(-c2ccc3c(c2)OCO3)cc1O	x	-8%	-1%	18µM*	127%[activator]	14%
O=C(CCCCCNc1nc(=S)[nH]c2ccccc12)NCCC1=CCCCC1	0%	u	-1%	2%	u	1%
O=C(Nc1cccc(-c2cccc(Cl)c2)c1)C1CCN(CC2CCOC2)CC1 (stereo unspecified)	23%	10µM*	5%	5%	8.3µM*	-18%
CC(=O)n1cc([C@H]2C=C(C(=O)O)O[C@@H](OCCCCO)C2)c2ccccc21	0%	-6%	0%	4%	5%	u
COc1ccc(NC(=O)CCC(=O)c2cccs2)c(OC)c1	-5%	-7%	7%	0%	12%	0%
Cc1c(Br)c([N+](=O)[O-])nn1CC(=O)Nc1ccccn1	41%	3%	-1%	-1%	4%	-2%
CC[C@]1(c2ccccc2)C(=O)N(C(=O)OC)N1C(=O)OC	31%[activator]	-74%	8%	-3%	34%[activator]	2.2µM*

Further structures
Compound	Pf growth 96h	HCV inh	TbPYK inhibitor	LmPK inhibitor	Pf growth 48h	Sm TGR block
O=P1(Nn2cnnc2)C=C(c2ccccc2)OC(c2ccccc2)=C1	18%	6%	-6%	4%	-5%	1%
Cc1ccc(S(=O)(=O)C2(C(=O)NC3CCCCC3C)CC2)cc1 (stereo unspecified)	u	-14%	2%	-14%	-28%	13%
Cc1cc(=O)oc2c3c(cc(OCC(=O)N4CCC(C(=O)O)CC4)c12)OC(C)(C)CC3	u	14%	-1%	-7%	u	24%
CSc1nnc(NC(=O)c2cccc(S(=O)(=O)N3CCOCC3)c2)s1	u	-8%	5%	-2%	2%	4%
CC(=O)Nc1ccc(N2S(=O)(=O)c3ccccc3S2(=O)=O)cc1	12µM*	-25%	-5%	-8%	-16%	-7%
COc1ccc(CN2CCN(c3ccccc3OC)CC2)c(OC)c1	4%	-11%	16%	2%	-9%	-6%
O=C(NCC1CCCO1)c1ccccc1-c1nc(-c2ccccc2)no1 (stereo unspecified)	13%[5.75 µM]	-14%	-4%	-3%	15%	-15%
CCOC(=O)N1CCN(C(=O)c2cccc(S(=O)(=O)Nc3ccc(OC)cc3)c2)CC1	-1%	-13%	1%	x	-11%	0%
N#Cc1ccc(C(=O)OCC(=O)NC(=O)NC2CCCCC2)cc1	12%	13%	2%	x	12%	-1%
COC(=O)c1c(-c2ccccc2)csc1N1C(=O)Nc2ccccc2N1O	21%	9%	2%	3%	64%[activator]	-7%
CC1Cc2nc(SCC(=O)Nc3ccccc3F)n(C)c(=O)c2S1 (stereo unspecified)	28%	-9%	2%	-4%	7.4µM*	0%
Cc1ccc(-c2c[n+](CC(=O)c3cccs3)c3n2CCC3)cc1	4.1µM*	-9%	-8%	-11%	2.3µM*	1%

A run of entries taken from the entries so far:
Compound	Pf growth 96h	HCV inh	TbPYK inhibitor	LmPK inhibitor	Pf growth 48h	Sm TGR block
O=P1(Nn2cnnc2)C=C(c2ccccc2)OC(c2ccccc2)=C1	18%	6%	-6%	4%	-5%	1%
Cc1ccc(S(=O)(=O)C2(C(=O)NC3CCCCC3C)CC2)cc1 (stereo unspecified)	u	-14%	2%	-14%	-28%	13%
Cc1cc(=O)oc2c3c(cc(OCC(=O)N4CCC(C(=O)O)CC4)c12)OC(C)(C)CC3	u	14%	-1%	-7%	u	24%
CSc1nnc(NC(=O)c2cccc(S(=O)(=O)N3CCOCC3)c2)s1	u	-8%	5%	-2%	2%	4%
CC(=O)Nc1ccc(N2S(=O)(=O)c3ccccc3S2(=O)=O)cc1	12µM*	-25%	-5%	-8%	-16%	-7%

Remaining list, next part
Compound	Pf growth 96h	HCV inh	TbPYK inhibitor	LmPK inhibitor	Pf growth 48h	Sm TGR block
CN1/C(=C/C(=O)C2CC2)C(C)(C)c2ccccc21	-4%	12%	1%	1%	39%[activator]	2%
Oc1ccc(/C=N/Nc2nc(-c3cccnc3)nc3ccccc23)c(O)c1	u	11µM*	12%	-17%	9.3µM*	4%
CCOC(=O)c1c(NC(=O)c2nn(CC)cc2Br)c(C#N)nn1-c1ccccc1	-25%	11µM*	7%	-1%	13µM*	3%
O=C(Nc1ccccc1C(=O)O)c1cccc(NC(=O)c2ccco2)c1	11%	18%	-2%	-3%	u	-6%
CC(C)N1C/C(=C/c2cccnc2)C(=O)/C(=C/c2cccnc2)C1	304%[activator]	u	1%	1%	13µM*	u
COCCOC(=O)C1=C(C)N=C2SCCC(=O)N2C1c1ccc(OC(=O)c2ccco2)cc1 (stereo unspecified)	3%	23%	7%	7%	x	6%
COc1ccc(-c2cnc(N)nc2-c2ccc(OC)cc2O)cc1	33%[activator]	u	4%	5%	7%	1%
CC(C)[C@H](NC(=O)[C@H](Cc1ccccc1)n1c(=O)[nH]c2ccccc2c1=O)C(=O)N[C@@H](Cc1ccccc1)C(=O)O	u	37%[activator]	-4%	-1%	u	-5%
CCOC(=O)C(O)(c1ccc(N(CC)C(=O)OC)cc1)C(F)(F)F (stereo unspecified)	x	-9%	2%	1%	-11%	-16%
Fc1ccc(CNC(=S)Nc2ccc(Cl)cc2)cc1	u	-6%	8%	3%	-3%	-11%
O=C(Nc1csnn1)c1csnn1	-15%	-3%	2%	0%	u	-5%
CCCCN(C)CC(O)Cn1cc(/C=C/C(=O)c2cccs2)c2ccccc21 (stereo unspecified)	4.1µM*	u	2%	0%	8.3µM*	0%

The results go on.
Compound	Pf growth 96h	HCV inh	TbPYK inhibitor	LmPK inhibitor	Pf growth 48h	Sm TGR block
Cc1ccc(-n2nc3c(=S)[nH]nc(C)c3c2C)cc1	14%	7%	-6%	6%	5%	0%
CN(C)S(=O)(=O)N(Cc1ccc(Br)cc1)c1ccccc1	x	1%	5%	-3%	u	2%
O=C1CCCCCN1Sc1ccccc1	u	-3%	-14%	0%	-26%	5%
CC(c1ccco1)N(C(=O)COc1ccc(Cl)cc1Cl)c1ccccn1 (stereo unspecified)	x	u	4%	-12%	-21%	-16%
C=CCn1c(O)c(C(=O)CCCCCC)c(=O)[nH]c1=O	-23%	-11%	0%	3%	0%	0%
CCC(OC(=O)CN1C(=O)C(=O)c2ccccc21)C(=O)Nc1ccc(S(N)(=O)=O)cc1 (stereo unspecified)	-19%	1%	-4%	3%	33%[activator]	53%[activator]

Source: PubChem BioAssay
